KDM5B inh – Primary screen for KDM5B Histone Demethylases FDH-coupled qHTS. Lysine-specific demethylase 5B (Homo sapiens), Q9UGL1. KDM5B demethylase, FDH-coupled NADH fluorescence (FDH is formaldehyde dehydrogenase). Potency, µM (titrated, usually from 57.7 µM), without a hit: top-dose activity change, negative = inhibition, actives largely listed as inhibitors. hit rate 2.6% among 220,000. AID 1347165, 2019; active means well fitted inhibition curve with a large enough effect; inconclusive means small, poorly fitted or top-dose-only effect; inactive means no such curve, though single readings can be large or run the other way; further: 0% is about no effect; nearly all actives have a fitted effect of over 70% in size
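Here, H3K4me3 peptide (12.5 µM in substrate mix) is demethylated by KDM5BΔAP, 200 nM final, after 10 min compound exposure. Formaldehyde product is coupled through FDH (0.25 U/mL in mix) to NADH fluorescence; 30-min ΔRFU feeds dose-response curves.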
* marks the source's active call; other numbers are inactive results; & = joins results of further samples; [ ] = dose if it differs, or a comment. Potency means the concentration at half of the fitted maximal effect.

`O=C(c1ccncc1)N1CCCCCC1CN1CCCC1` (stereo not given) gave KDM5B inh -18%.
COc1cccc(NC(=O)C(=O)NCCc2sc(-c3cccc(C)c3)nc2C)c1 was read as KDM5B inh -46%.
For CC(C)=CC(=O)N1CC[C@H](NC(=O)Nc2ccc(F)cc2F)[C@H]1C(=O)N[C@@H](Cc1cccs1)C(N)=O the results were KDM5B inh -2%.
Screening COc1ccc(-c2noc(-c3cc(-c4ccc(F)cc4)n[nH]3)n2)cc1 returned KDM5B inh -3%&11%.
Cc1ccc(NC(=O)N2CCc3c(C(=O)NCCc4ccccn4)cccc32)cc1 was read as KDM5B inh -2%.
`O=C(Cc1cccs1)NC1CC(=O)N(c2ccccc2)C1` (stereo not given) gave KDM5B inh 2%.
For Cc1ccc2[nH]cc(CCNC(=O)/C=C/c3ccccc3C)c2c1 the results were KDM5B inh 13%.
For O=S(=O)(c1ccc(F)cc1)N(Cc1cccnc1)C1CC1 the results were KDM5B inh 20%.
For COc1ccc2[nH]c3c(c2c1)CCN(C)C31CCN(C(=O)c2ccc(C)nc2)CC1 the results were KDM5B inh inconclusive.
`CCOc1ccccc1NC(=O)C1CCCN(S(=O)(=O)c2ccc3c(c2)CCCN3C(C)=O)C1` (stereo not given) gave KDM5B inh 12%.
O=C(CSC1=NC2(CCCCC2)N=C1c1cccs1)NCc1ccc(Cl)cc1 was read as KDM5B inh inconclusive.
`COc1cccc(-c2nc(-c3cc4ccccc4o3)cs2)c1OC` gave KDM5B inh -1%.
For Cc1ccsc1CNC(=O)c1scnc1C the results were KDM5B inh 0%.
`Cc1ccc(C)c(NC(=O)CC(C)(C)CC(=O)O)c1` gave KDM5B inh -14%.
`O=C(CCc1ncc(-c2ccc(F)cc2F)o1)N1CCN(S(=O)(=O)c2cccc(Cl)c2)CC1` gave KDM5B inh -15%.
`CC(C)(C)C(=O)CSc1nnc(COc2ccc(Cl)cc2)n1-c1ccc(Cl)cc1` gave KDM5B inh 16%.
For C[C@@H]1CN(C(=O)CN(C)Cc2ccccc2F)C[C@]1(C)O the results were KDM5B inh 22%.
COc1cccc(NC(=O)Cn2c(C)ccc(NC(=O)Nc3ccc(C)cc3)c2=O)c1 was read as KDM5B inh 28µM*.
For Fc1ccc(-c2cnc([C@@H]3COCCN3Cc3csnn3)[nH]2)cc1 the results were KDM5B inh -14%[86.2 µM].
COc1ccccc1CNC(=O)C1CCc2ncc(-c3ccsc3)n2C1 (stereo not given) was read as KDM5B inh -1%.

Molecules above that have an aryl methoxy group:
COc1cccc(NC(=O)C(=O)NCCc2sc(-c3cccc(C)c3)nc2C)c1 was read as KDM5B inh -46%.
Screening COc1ccc(-c2noc(-c3cc(-c4ccc(F)cc4)n[nH]3)n2)cc1 returned KDM5B inh -3%&11%.
For COc1ccc2[nH]c3c(c2c1)CCN(C)C31CCN(C(=O)c2ccc(C)nc2)CC1 the results were KDM5B inh inconclusive.
`COc1cccc(-c2nc(-c3cc4ccccc4o3)cs2)c1OC` gave KDM5B inh -1%.
COc1cccc(NC(=O)Cn2c(C)ccc(NC(=O)Nc3ccc(C)cc3)c2=O)c1 was read as KDM5B inh 28µM*.
COc1ccccc1CNC(=O)C1CCc2ncc(-c3ccsc3)n2C1 (stereo not given) was read as KDM5B inh -1%.

Following part
For N#Cc1nc(-c2ccc([N+](=O)[O-])cc2)oc1NC1CCCCC1 the results were KDM5B inh 18%.
Screening Cc1nc(-c2ccc(F)cc2)n(CC(=O)Nc2ccc(F)c(Cl)c2)c(=O)c1CCO returned KDM5B inh -17%.
`Cc1ccc(CNC(=O)N2C[C@@H](C(N)=O)[C@H](c3n[nH]c(C)n3)C2)cc1` gave KDM5B inh 25%.
COc1ccc(-c2cc(-c3ccc(C)cc3)nc3c2COc2ccccc2-3)cc1 was read as KDM5B inh -77%.
Screening O=C(Nc1cccc(Oc2ccc(C(=O)O)c(C(=O)O)c2)c1)c1ccc(-c2ccccc2)cc1 returned KDM5B inh -7%.
For CC(C)N[C@H]1C[C@@H](Cc2cc(CCO)on2)C1(C)C the results were KDM5B inh 12%[115 µM].
Cc1c(-c2ccccc2)oc2c(C(=O)OC(C)C(=O)Nc3ccccc3)cccc2c1=O (stereo not given) was read as KDM5B inh -16%.
`COc1cc(C(=O)N2CCC(c3n[nH]c(=O)n3-c3ccccc3)CC2)cc(OC)c1OC` gave KDM5B inh 28%.
CCc1ccc(C(=O)NCc2ccc(N3CCN(C)CC3)nc2)s1 was read as KDM5B inh -16%.
Screening Cc1cc(=O)oc2cc(OCC(=O)NCCc3ccc(F)cc3)ccc12 returned KDM5B inh -27%.
CCCCNC(=O)c1cc(-c2ccc(OCC)cc2)nc2ccccc12 was read as KDM5B inh -44%.
Screening CC(C(=O)Nc1ccc(S(=O)(=O)N2CCCC2)cc1)N1CCN(c2ccccc2O)CC1 (stereo not given) returned KDM5B inh -10%.
For O=C(Nc1ccc(N2CCOCC2)cc1)c1cccc2c(Br)cccc12 the results were KDM5B inh -21%.
For COCc1nc(-c2ccc(OC3CN(C(=O)c4ccc(OC)nc4)C3)cc2)no1 the results were KDM5B inh -18%.
For CCOc1ccccc1NC(=O)c1cnc2ccccc2n1 the results were KDM5B inh 5%.
`CN(C)Cc1cc(C[C@@H]2C[C@H](NCc3ccccc3O)C2(C)C)no1` gave KDM5B inh 163%[activator][86.2 µM].
Screening CCCCN(CCCC)CCNC(=O)c1cc(-c2cccnc2)nc2ccc(S(=O)(=O)N3CCC(C)CC3)cc12 returned KDM5B inh -18%.
CCC(Sc1nnc2c(=O)n(-c3ccc(C)c(C)c3)ccn12)C(=O)Nc1c(C)cccc1C (stereo not given) was read as KDM5B inh 14%.
COc1cccc(-c2cn3c(n2)N(C(=O)c2cccs2)CCC3)c1 was read as KDM5B inh inconclusive.
`Cc1ccc(C)c(CS(=O)(=O)Cc2nc(C)no2)c1` gave KDM5B inh 15%.
For CCCOc1ccc(CNC(=O)c2ccc(-n3c(C)cc4c3CCC(C)C4)cc2)cc1 (stereo not given) the results were KDM5B inh inconclusive.
O=C(O)c1cccc(CC2CCN(C(=O)c3ccc(Cn4cnnn4)cc3)C2)c1 (stereo not given) was read as KDM5B inh 5%.
Screening Cc1ccc(CNC(=O)CN2C(=O)NC3(CCCCC3)C2=O)cc1 returned KDM5B inh -5%.
For O=C(c1cccnc1)N1CCC(c2cc(-c3ccc(F)cc3)n[nH]2)CC1 the results were KDM5B inh inconclusive.
Screening COc1cccc(-n2cc(C(=O)NCc3cccc(Cl)c3)c3ccccc3c2=O)c1 returned KDM5B inh inconclusive.
COc1ccc(NS(=O)(=O)c2cnc(N)nc2)cc1Cl was read as KDM5B inh -10%.
Cc1ccc(NC(=O)O[C@@H]2CC[C@]3(C)C(CC[C@@H](O)[C@H]3CC(=O)NCc3ccccc3)[C@]2(C)CO)cc1 (stereo not given in full) was read as KDM5B inh -12%.
OCC(O)c1cc2n(n1)CCN(Cc1ccccc1Cn1cccn1)C2 (stereo not given) was read as KDM5B inh -2%.
`Cc1cc(-c2ccc(Cl)cc2Cl)c(C#N)c(=O)[nH]1` gave KDM5B inh -25%.
O=C(CCC(=O)OCC(=O)c1ccc([N+](=O)[O-])cc1)Nc1cc(C(F)(F)F)ccc1Cl was read as KDM5B inh inconclusive.
For CS(=O)(=O)N1CCC(N2C(=O)C3(CCCCC3)C2c2ccncc2)CC1 (stereo not given) the results were KDM5B inh -26%.
CNC(=O)CC1CCOC2(CCN(S(=O)(=O)c3ccc(C#N)cc3)CC2)C1 (stereo not given) was read as KDM5B inh -4%.
For CCCCN(C)C(=O)Cn1cnc2sc(C)c(S(=O)(=O)N3CCC(C)CC3)c2c1=O the results were KDM5B inh -8%.
For C/C=C/c1c(C)nc2sc(C#N)c(N)c2c1C the results were KDM5B inh inconclusive.
For COCC1CN(C(C)=O)CC12CCN(C(=O)c1ccc(F)cc1F)CC2 (stereo not given) the results were KDM5B inh 3%.
Screening O=C1Nc2ccccc2O[C@H]2C[C@@H]1N(Cc1ccnc3ccccc13)C2 returned KDM5B inh inconclusive.
For Cc1oc2cc(OCC(=O)N3CCCC3)ccc2c(=O)c1Oc1ccccc1 the results were KDM5B inh -13%.
CCOC(=O)C(N)C(O)c1ccccc1 (stereo not given) was read as KDM5B inh 12%.
For CCN(C1CCOCC1)C1CN(C(=O)C(C)C)C1 the results were KDM5B inh 2%.
Screening CC(=O)N1CCN(c2ccc(NC(=O)COc3ccc(Cl)cc3C)cc2)CC1 returned KDM5B inh 11%.

An excerpt from the list above:
For CCCOc1ccc(CNC(=O)c2ccc(-n3c(C)cc4c3CCC(C)C4)cc2)cc1 (stereo not given) the results were KDM5B inh inconclusive.
O=C(O)c1cccc(CC2CCN(C(=O)c3ccc(Cn4cnnn4)cc3)C2)c1 (stereo not given) was read as KDM5B inh 5%.
Screening Cc1ccc(CNC(=O)CN2C(=O)NC3(CCCCC3)C2=O)cc1 returned KDM5B inh -5%.
For O=C(c1cccnc1)N1CCC(c2cc(-c3ccc(F)cc3)n[nH]2)CC1 the results were KDM5B inh inconclusive.

(cont.)
O=C1CCN(Cc2ccc(F)cc2F)CCCOCCN1 was read as KDM5B inh 11%.
Screening CN(C)CCC(=O)N1Cc2ccccc2CC2(CCCN2C)C1 (stereo not given) returned KDM5B inh 3%[149 µM].
O=C(Cc1cccnc1)N1CCC2(CC1)CN(Cc1ccccc1)CC2CO (stereo not given) was read as KDM5B inh inconclusive.
For Cc1cc(F)ccc1S(=O)(=O)NC(CN(C)C)c1ccccc1 (stereo not given) the results were KDM5B inh 12%.
`COCCOC1CCOC2(CCN(C(=O)Nc3ccc(OC)cc3)CC2)C1` (stereo not given) gave KDM5B inh -21%.
Screening COCC(=O)N[C@H](C)c1onc(-c2cccnc2)c1C(=O)O returned KDM5B inh inconclusive.
`COC(=O)c1cccc(NC2=NS(=O)(=O)c3ccccc32)c1` gave KDM5B inh 18%.
COc1ccc(-c2nc3scc(CCNS(=O)(=O)c4ccc(Oc5ccccc5)cc4)n3n2)cc1 was read as KDM5B inh inconclusive.
For O=C(Nc1cccc(-c2nnc3n2CCCC3)c1)c1ccc2c(c1)OCO2 the results were KDM5B inh -11%.
Screening O=C(c1cccc(OC2CN(Cc3ccc(F)cc3Cl)C2)c1)N1CCOCC1 returned KDM5B inh -17%.
Cc1ccc(-c2nc(SCC(=O)NCC3CCCO3)c3c(=O)n(C)c(=O)n(C)c3n2)cc1 (stereo not given) was read as KDM5B inh 12%.
For COCCn1c(=N)c(C(=O)NC2CCCC2)cc2c(=O)n3cc(C)ccc3nc21 the results were KDM5B inh inactive.
O=c1c(Cl)c(N2CCC3(CC2)OCCO3)cnn1C12CC3CC(CC(C3)C1)C2 was read as KDM5B inh 12%.
For Cc1nccc(-c2ccccc2)c1C(=O)N1CCCC[C@H](N(C)C)C1 the results were KDM5B inh -22%.
Screening Oc1ccccc1CN1CCNc2cc(Nc3cccnc3)ncc2C1 returned KDM5B inh 35µM*.
For N#Cc1nc(-c2ccccc2)[nH]c1C#N the results were KDM5B inh -1%.
CC1=C(C(=O)OCCc2ccccc2)C(c2cccc(O)c2)C2=C(CCCC2=O)N1 (stereo not given) was read as KDM5B inh inconclusive.
For COc1cc(C(=O)NCC(c2cccnc2)N2CCc3ccccc3C2)cc(OC)c1OC (stereo not given) the results were KDM5B inh 24%.
O=C(Nc1ccc(-n2cnnn2)cc1)c1cn2ccccc2n1 was read as KDM5B inh 25%.
Screening CCCCCC(O)(c1ccc(OC)cc1)C(CN1CCOCC1)c1ccccc1 (stereo not given) returned KDM5B inh -10%.
`COc1ccccc1NC(=O)NNC(=O)CCN1CCOCC1` gave KDM5B inh 17%.
Cc1ccc(-c2noc([C@@H]3C[C@@H](O)CN3Cc3nc4ccccc4n3C)n2)cc1F was read as KDM5B inh -19%[86.2 µM].
Screening CC(C)Oc1ccc2c(NC(=O)C3CCOCC3)nn(CC(F)(F)F)c2c1 returned KDM5B inh -1%.
For CN(C)c1nc2c(c(=O)n(C)c(=O)n2C)n1CC(=O)c1ccccc1 the results were KDM5B inh 9%.
Screening Cc1ccc(C)c(Cn2c(=O)n(Cc3ccccc3)c(=O)c3sc4ccccc4c32)c1 returned KDM5B inh -21%.
`COc1ccc(N(Cc2cc3cc(OC)ccc3[nH]c2=O)S(C)(=O)=O)cc1` gave KDM5B inh inconclusive.
C/C(=N/NC(=S)NC(C)C)c1ccncc1 was read as KDM5B inh 0%.
CC(C)(C)C1CCC2(CC1)NC(=O)N(CC(=O)N1CCN(c3ccccc3)CC1)C2=O (stereo not given) was read as KDM5B inh 5%.
`COc1cccc(NC(=O)N[C@H]2[C@H](O)[C@@H](Oc3ccccc3)[C@@H]3OC[C@H]2O3)c1` gave KDM5B inh 19%[86.2 µM].
`COc1ccc(-n2c(SCc3ccccc3F)nc3c([nH]c4ccccc43)c2=O)cc1OC` gave KDM5B inh -26%.
Screening O=C(NCC1Cn2cccc2C(=O)N1Cc1ccccc1)NC1CCCC1 (stereo not given) returned KDM5B inh -20%.
Screening Cc1ccc(/C=C2\SC(=S)N(CCC(=O)NCCCN3CCOCC3)C2=O)cc1 returned KDM5B inh -10%.
For Cc1ccc(S(=O)(=O)N2CCC(C(=O)OC(C)C(=O)NCc3ccccc3)CC2)cc1C (stereo not given) the results were KDM5B inh 6%.
Screening COc1ccc(OC)c(/C=C/C(=O)OC2(C(F)(F)F)C(=O)Nc3c2ccc2ccccc32)c1 (stereo not given) returned KDM5B inh inconclusive.
Cc1ccc(-c2nc(-c3nnn4c3COC(c3ccc(Cl)cc3)C4)no2)cc1F (stereo not given) was read as KDM5B inh 4%.
Screening O=C(N[C@@H]1CCOC[C@H]1OCc1cscn1)c1ccc(Cl)s1 returned KDM5B inh inconclusive.
For CSc1ncc(C(=O)NCc2ccccc2Cl)c(C)n1 the results were KDM5B inh -1%.

Compound activity: PubChem, National Center for Advancing Translational Sciences (NCATS)

An excerpt, so the mix of outcomes need not match the whole.
